PI5P4Ka inh: PI5P4K alpha (human) kinase inhibition | P48426 | PI5P4Kalpha enzyme, ADP-Glo luminescence, 60 min; hits give low values | max response, % | 330,000 compounds, 1.2% hits | AID 652105; active = max response of -50% or lower; inconclusive = between -30% and -50%; inactive = -30% or higher; note: value at the top dose of about 77 µM; % is set by controls: 0 for no effect and ±100 for the full control effect
Target sequence (P48426 whole entry, looked up): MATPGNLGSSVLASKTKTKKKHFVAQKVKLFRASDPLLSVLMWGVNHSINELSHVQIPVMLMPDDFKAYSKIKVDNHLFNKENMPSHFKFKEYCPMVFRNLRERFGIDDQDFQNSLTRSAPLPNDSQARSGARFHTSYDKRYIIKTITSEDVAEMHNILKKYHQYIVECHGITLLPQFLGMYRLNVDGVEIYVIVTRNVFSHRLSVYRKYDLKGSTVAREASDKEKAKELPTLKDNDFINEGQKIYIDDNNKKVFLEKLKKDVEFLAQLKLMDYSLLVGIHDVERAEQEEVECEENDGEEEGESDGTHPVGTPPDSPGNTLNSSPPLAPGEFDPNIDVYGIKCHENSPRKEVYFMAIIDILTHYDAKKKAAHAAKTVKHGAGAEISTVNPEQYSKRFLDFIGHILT
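Reactions run in 0.038 M HEPES pH 7.4, 0.28 mM EGTA, 0.1% CHAPS and 5% DMSO, with PI5P4Kalpha, substrate, compound and 5 microM ATP final, one hour at room temperature. Readout is ADP-Glo luminescence.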
PLK1 PBD inh: PLK1 (human) polo-box domain binding inhibition; P53350; Plk1 PBD binding of FITC phosphopeptide, fluorescence polarization; Potency, µM, for inactives: max response, negative = inhibition, most hits filed as inhibitors; 360,000 compounds, 2.8% hits; AID 720504; note: potency is the fitted concentration of half-maximal effect; series mostly up to about 57 µM; % is set by controls: 0 for no effect and ±100 for the full control effect; nearly all actives have a fitted effect of over 65% in size
Target sequence (P53350 whole entry, looked up, the tested form may be a part): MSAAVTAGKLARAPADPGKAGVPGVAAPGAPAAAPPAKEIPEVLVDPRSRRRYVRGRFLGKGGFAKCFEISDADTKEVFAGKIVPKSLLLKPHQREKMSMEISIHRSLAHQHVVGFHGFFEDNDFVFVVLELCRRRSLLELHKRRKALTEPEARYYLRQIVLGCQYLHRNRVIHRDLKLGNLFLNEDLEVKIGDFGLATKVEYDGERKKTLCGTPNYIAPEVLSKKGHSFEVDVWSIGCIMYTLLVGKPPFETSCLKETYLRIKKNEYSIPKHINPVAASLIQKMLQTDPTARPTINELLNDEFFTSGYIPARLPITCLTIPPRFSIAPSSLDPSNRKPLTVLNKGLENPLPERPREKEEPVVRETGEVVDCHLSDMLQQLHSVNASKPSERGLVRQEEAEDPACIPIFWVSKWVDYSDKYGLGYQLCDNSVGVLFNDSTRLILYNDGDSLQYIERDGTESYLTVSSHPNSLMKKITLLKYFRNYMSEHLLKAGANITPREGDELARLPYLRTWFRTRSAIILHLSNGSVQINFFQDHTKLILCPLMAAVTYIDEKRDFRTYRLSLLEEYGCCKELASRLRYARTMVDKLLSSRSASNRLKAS
EPAC1 antagonist: blocks human EPAC1 exchange factor; O95398; AID 720709; 360,000 compounds, 0.14% hits; Potency, µM (titrated, usually from 115 µM), for the others: at the highest dose activity change, negative = inhibition, actives largely listed as inhibitors; EPAC1 GEF assay, Rap1b-BODIPY-GDP exchange fluorescence;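 note: potency is the fitted concentration of half-maximal effect; plate controls were vehicle for no effect and positive control for full effect; nearly all actives have a fitted effect of over 50% in size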
FUS suppressor: FUS proteinopathy suppression in yeast. S. cerevisiae FUS-expressing, growth rescue, OD600, 24 h. Potency, µM (titrated, usually from 76.6 µM), for the others: top-dose growth rescue (activation), most hits filed as activators. 390,000 compounds, 0.24% hits. AID 1347120;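 note: potency is the fitted concentration of half-maximal effect; plate controls were DMSO vehicle for no effect and reference control for full effect; nearly all actives have a fitted effect of over 55% in size; some results filed as inactive show a strong effect at the top dose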
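Yeast FUS proteinopathy model; galactose-induced FUS (2%), starting OD 0.005. Cpds in dilution series, 24hr, 30C, 99% humidity. Abs 600 nm growth. Pos ctrl CP55940 (top 92uM final); neg ctrl DMSO.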
Abeta rescue: restores growth of yeast expressing A-beta42 peptide. Potency, µM (highest dose often 46.1 µM), for inactives: at the top dose growth rescue, usual class: activators. yeast expressing A-beta42, growth rescue, OD600, 48 h; response scale: 0% DMSO, 100% iron-clioquinol control. 410,000 compounds, 0.063% hits; note: potency is the fitted concentration of half-maximal effect; nearly all actives have a fitted effect of over 55% in size
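Growth rescue measured by 600 nm absorbance after 48 h yeast culture at 30 C with compound. Values normalized between DMSO and an equimolar ferric chloride plus clioquinol control.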
EPAC1 ag: activates human EPAC1 exchange factor; EPAC1 agonist qHTS, biochemical assay; response scale: 100% = response to 6.5 mM cAMP; O95398; 360,000 compounds, 0.073% hits; Potency, µM (doses to about 154 µM), inactives show at the highest dose activation, most hits filed as activators; note: potency is the fitted concentration of half-maximal effect; nearly all actives have a fitted effect of over 60% in size
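Fluorescent GDP-exchange assay: 100 nM EPAC1 with 250 nM Rap1B preloaded with BODIPY-GDP and 50 uM GDP; compounds tested as concentration series, 5 min at room temperature, then read every 5 min for 30 min (ex 480/em 540 nm); normalized to 6.5 mM cAMP.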
IL-2 act: IL-2 activation | activation, % (series mostly up to about 46 µM) | IL-2 activation reporter assay, cell-based qHTS; stimulated with anti-CD3/CD4/CD28 beads; in transgenic mouse T cells | AID 652025 | 360,000 compounds, 0.065% hits; in the data active = activation above about 50%; inconclusive = mostly about 30% to 49%; note: 0% is about no effect
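Readout is EGFP and DsRed signal by fluorescent plate cytometry after 18 h at 37 degrees C. Transgenic mouse T cells (750/well) received compound for 60 min before bead stimulation (anti-CD3, anti-CD4, anti-CD28); memory T cells served as non-tolerant control.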
WRN inhibitor: inhibitors of human WRN helicase; Q14191; WRN helicase unwinding, fluorescent forked duplex, kinetic; Potency, µM (highest dose often 114 µM), for inactives: top-dose activity change, negative = inhibition, hits mostly inhibitors; 360,000 compounds, 0.46% hits; AID 651768; note: potency is the fitted concentration of half-maximal effect; % is set by controls: 0 for no effect and ±100 for the full control effect; nearly all actives have a fitted effect of over 55% in size
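WRN at 20 nM final was preincubated with compound for 15 min at room temperature; reaction started with 100 nM forked duplex oligonucleotide carrying fluorophore and quencher plus 2 mM ATP (final). Unwinding followed kinetically by red fluorescence (ex 525/em 598 nm).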
* marks the source's active call; other numbers are inactive results; ? = inconclusive; nt = no result given; [ ] = another dose, or the depositor's remark. Unless noted, calls come from the whole dose curve; as a rule, active = well fitted curve in the direction sought with a large enough effect; inconclusive = small, poorly fitted or top-dose-only effect, or another doubt; inactive = no such curve, though single readings can be large; an effect the other way counts as inactive or inconclusive.

SMILES	PI5P4Ka inh	PLK1 PBD inh	EPAC1 antagonist	FUS suppressor	Abeta rescue	EPAC1 ag	IL-2 act	WRN inhibitor
C/C(=N/NS(=O)(=O)c1ccc(C)cc1)c1c[nH]c2ccccc12	6.4	4.4%	-2.9%	13.7%	29.6%	3.5%	3.4	-3.4%
CC(=O)OC(C)(C)C#CCN1CCCC1	nt	-2.1%	8.0%	-24.4%	5.1%	-0.9%	-3.4	-2.7%
COc1cc2cc(CN(Cc3cccnc3)C(=O)Nc3ccccc3F)c(=O)[nH]c2cc1OC	-2.4	-4.2%	8.0%	-14.6%	10.7%	9.7%	-0.5	-5.1%
O=C(c1ccco1)N1CCN(C(=O)N2CCCCC2)CC1	0.0	-2.8%	19.3%	19.2%	-9.7%	2.8%	-1.3	0.9%
CCc1ccc2c(c1)cc(CN(C(=S)Nc1ccccc1Cl)C1CC1)c1nnnn12	nt	-5.4%	3.9%	5.4%	-3.3%	3.4%	-0.7	-5.4%
CCOc1ccc(S(=O)(=O)NCc2cccnc2)cc1C(C)C	3.0	-2.0%	-3.6%	2.1%	-13.2%	-8.0%	-1.0	-14.1%
Cc1ccc(SC(C)C(=O)Nc2c(C)n(C)n(-c3ccccc3)c2=O)cc1 (stereo not drawn)	-5.3	3.1%	-9.0%	6.9%	4.8%	11.6%	0.9	-3.7%
CN1CCN(C(=O)c2cnn(-c3ccccc3)c2NC(=O)c2ccc(Br)cc2)CC1	6.0	-4.6%	-21.6%	14.8%	12.8%	-3.3%	-2.1	-19.5%
CCOCc1cnc(C)nc1NCC(=O)c1c(C)[nH]c2ccccc12	-6.4	-15.4%	10.1%	15.7%	1.8%	6.3%	-2.7	6.7%
CCOC(=O)CCNC(=O)N1CCCC(C(=O)c2cccc(OC(C)C)c2)C1 (stereo not drawn)	-1.9	-2.9%	-8.6%	7.7%	7.2%	-6.8%	2.0	-1.6%
O=C(N/N=C/C(Cl)=C/c1ccc([N+](=O)[O-])cc1)C(=O)Nc1ccc(C(=O)O)cc1	-27.3	29.9µM*	15.5%	-3.3%	6.3%	12.4%	-3.8	-5.4%[11.6 µM]
COc1ccc(-c2ccc(SCC(=O)NCc3ccc4c(c3)OCO4)nn2)cc1OC	1.6	-9.2%	-23.3%	?	-6.5%	-16.5%	-2.5	?
O=C(Nc1nc(-c2ccco2)cs1)c1ccccc1	-63.0*	?	?	20.1%	-90.3%[inhibitor]	13.4%	0.9	?
O=C(COC(=O)c1nc(Cl)ccc1Cl)c1ccccc1Cl	-1.0	-8.2%	-14.6%	7.1%	10.3%	?	-0.2	-12.6%
Cc1cc(C)c(NC(=O)Cn2cc3c(n2)CCCC3)c(C)c1	0.2	-2.6%	-2.3%	18.1%	-5.9%	-14.1%	0.4	2.3%
O=C(c1ccc(F)cc1)N1CCCC(N2CCN(Cc3ccc4c(c3)OCO4)CC2)C1 (stereo not drawn)	0.9	-10.1%	?	-6.7%	0.0%	0.2%	-1.3	-15.0%
CC(C)(C)C1CCC(C(=O)OCC(=O)N2CCOCC2)CC1 (stereo not drawn)	1.7	-17.1%	?	30.4%	3.1%	-11.0%	0.4	1.7%
CN(CC(=O)Nc1ccccc1Br)C(=O)c1ccccc1Sc1ccccc1C#N	2.1	-4.1%	-15.9%	41.4%	-6.8%	1.8%	1.8	-1.7%
CCN(CC(=O)Nc1c(F)cccc1F)C(=O)C1CC(=O)N(CCc2ccc(OC)c(OC)c2)C1 (stereo not drawn)	0.7	-1.9%	8.3%	-0.3%	3.1%	4.4%	-0.5	1.9%
COc1ccc(C(=O)NCCc2cn3ccccc3n2)cc1	-2.3	29.9µM*	12.5%	2.0%	?	5.8%	5.0	2.9%
Cn1c(=O)c2c(ncn2CC(N)=O)n(C)c1=O	6.5	-2.5%	5.7%	-20.9%	20.6%	-6.2%	1.2	1.0%
COc1ccc(NC(=O)COC(=O)CCC2CCCC2)c(OC)c1	8.5	-9.5%	9.7%	19.1%	?	0.1%	2.5	1.7%
O=C(Nc1ccc(-c2nnc3n2CCCCC3)cc1)c1cnccn1	2.6	1.4%	-4.6%	19.1%	7.9%	3.5%	0.2	-3.4%
OC(Cc1ccccc1)c1ncc(-c2ccc3ccccc3c2)[nH]1 (stereo not drawn)	-10.2	-2.9%	-7.6%	-3.4%	-10.0%	-6.5%	1.0	-5.3%
COc1ccc(/C=C/C(=O)Nc2cc(S(=O)(=O)N3CCOCC3)ccc2OC)cc1	-2.7	4.5%	-13.7%	8.3%	-6.2%	-2.6%	-0.7	1.1%

A second format for 3 compounds above:
| structure | PI5P4Ka inh | PLK1 PBD inh | EPAC1 antagonist | FUS suppressor | Abeta rescue | EPAC1 ag | IL-2 act | WRN inhibitor |
| --- | --- | --- | --- | --- | --- | --- | --- | --- |
| CC(=O)OC(C)(C)C#CCN1CCCC1 | nt | -2.1% | 8.0% | -24.4% | 5.1% | -0.9% | -3.4 | -2.7% |
| O=C(Nc1ccc(-c2nnc3n2CCCCC3)cc1)c1cnccn1 | 2.6 | 1.4% | -4.6% | 19.1% | 7.9% | 3.5% | 0.2 | -3.4% |
| CCOC(=O)CCNC(=O)N1CCCC(C(=O)c2cccc(OC(C)C)c2)C1 (stereo not drawn) | -1.9 | -2.9% | -8.6% | 7.7% | 7.2% | -6.8% | 2.0 | -1.6% |

Further structures follow:
SMILES	PI5P4Ka inh	PLK1 PBD inh	EPAC1 antagonist	FUS suppressor	Abeta rescue	EPAC1 ag	IL-2 act	WRN inhibitor
NC(=S)NN=C1CCCCCCCC1	1.6	-11.4%	13.7%	nt	0.0%	-2.9%	-0.5	-3.2%
O=C(NCc1ccco1)/C(=C/c1ccco1)NC(=O)c1ccco1	-0.8	-11.3%	8.0%	10.1%	-2.9%	1.8%	-0.2	-11.2%
O=C(Cn1cnc2c(nnn2-c2ccccc2)c1=O)N1CCC(Cc2ccccc2)CC1	-5.2	3.2%	5.6%	-10.0%	-1.3%	-4.4%	-0.2	-4.7%
COc1ccc(NC(=O)CN2C(=O)c3cccc4cccc2c34)cc1OC	0.0	-10.1%	-5.0%	18.6%	-14.5%	4.7%	-2.8	-12.8%
CCNC(=O)N(C)c1c(CC)nc2ccc(C(=O)N3CCN(S(=O)(=O)CC)CC3)cn12	-5.7	-3.5%	3.2%	-11.7%	3.5%	1.3%	0.4	0.2%
COc1ccccc1CNC(=O)C1CC2Cn3c(nc4cc5ccccc5cc43)C2N1C (stereo not drawn)	5.6	-6.0%	-17.8%	5.8%	-2.9%	1.3%	0.0	1.3%
O=C(COC(=O)c1cc(S(=O)(=O)N2CCCC2)ccc1O)Nc1ccc(F)cc1F	-3.8	-5.4%	7.2%	nt	-15.3%	8.5%	-1.0	-3.4%
CCC1CCCCN1C(=S)NCc1ccccc1 (stereo not drawn)	-1.6	-4.4%	0.2%	nt	1.0%	-0.9%	-0.3	6.1%
O=C(Nc1nc2ccc(F)cc2s1)c1cccs1	-0.7	5.3%	0.7%	-10.1%	-6.0%	9.1%	-0.2	-2.4%
C/C(=C/c1ccccc1)C(=O)N1CCN(c2ccc(F)cc2)CC1	-6.9	-11.7%	-10.4%	4.3%	3.9%	11.2%	-2.0	-8.1%
Nc1cccc(-c2nc3ccccc3[nH]2)c1	nt	-0.9%	11.6%	9.3%	13.8%	-5.8%	-0.7	-4.8%
Fc1cccc2sc(Nc3nnc(-c4ccccc4)o3)nc12	-15.4	?	?	5.7%	-3.7%	-8.4%	0.7	-31.0%
COc1ccc(S(=O)(=O)NCc2cn3c(C)csc3n2)cc1F	0.5	-6.6%	-3.4%	-24.9%	2.0%	4.4%	-0.7	-3.0%
CN(CC(=O)NCCN1CCOCC1)S(=O)(=O)c1ccc(F)cc1	1.4	-4.3%	14.4%	7.9%	-4.3%	5.2%	4.5	0.4%
O=[N+]([O-])c1ccccc1/C=N/n1c(COc2ccccc2)n[nH]c1=S	-2.1	?	0.2%	nt	-23.4%	-1.3%	0.4	-1.0%
NNC(=O)c1nc[nH]c1C(=O)Nc1ccccc1	-0.6	0.9%	-19.5%	-20.0%	1.1%	-5.3%	0.5	1.3%
O=[N+]([O-])c1cc(C(F)(F)F)cc([N+](=O)[O-])c1NCc1cccnc1	1.4	-7.1%	8.3%	-19.3%	-13.1%	3.0%	5.0	2.1%
COC(C(=O)N/N=C(\C)c1ccc(C(C)(C)C)cc1)c1ccccc1 (stereo not drawn)	-2.1	-1.2%	-19.1%	12.5%	-0.1%	-8.1%	-1.1	-0.2%
Cc1ccc(CN2CCC[C@]3(N[C@H](c4ccc(C(F)(F)F)cc4)[C@@H]4C(=O)N(Cc5ccccc5)C(=O)[C@@H]43)C2=O)cc1	16.3	5.7%	-20.6%	33.0%	?	-9.9%	-2.7	-3.5%
COc1ccc(/C=C2\CCc3ccccc3C2=O)c(OC)c1OC	-0.3	-20.8%	-3.4%	24.8%	-22.1%	18.1%	-0.7	3.4%
CN(C)S(=O)(=O)c1cccc(COc2ccccc2C(=O)Nc2ccccc2)c1	4.1	-1.0%	-7.0%	17.9%	6.0%	11.4%	-3.7	-8.3%
COc1ccc2[nH]c3c(c2c1)CCN1C(=O)C(CC(=O)NCC24CC5CC(CC(C5)C2)C4)C[C@H](C(=O)N2CCOCC2)[C@@]31C (stereo partly drawn)	-3.3	-10.9%	-3.2%	42.0%	0.0%	-15.8%	0.0	1.6%
COc1ccc(-c2cc(C(F)(F)F)n3ncc(C(=O)NCC4CCCO4)c3n2)cc1 (stereo not drawn)	0.4	7.52µM*	-9.2%	-1.8%	6.8%	8.2%	-0.1	-6.2%
Cc1ccc(NC(=O)COC(=O)C2CC2)c(Br)c1	-3.9	-4.0%	-12.1%	4.9%	-8.4%	-6.1%	-3.0	3.6%
Cc1ccc(S(=O)(=O)NCCC(=O)Nc2nnc(C)s2)cc1	-0.4	-7.2%	-15.5%	nt	1.0%	4.2%	-2.5	-17.6%
COc1cccc(N(Cc2nnc3n2CCCCC3)C(=O)Nc2ccccc2F)c1	-6.5	-4.5%	-4.9%	1.3%	0.0%	7.2%	-0.5	4.3%
CCOC(=O)c1cc(NC(=O)Nc2cc(C)ccn2)c(C)nc1C	-1.7	-12.2%	-14.7%	9.5%	-14.9%	3.8%	-4.8	-12.1%
COc1ccc([C@H]2CN(c3ccc(OC)cc3)C(=O)[C@@H]2CC(=O)Nc2ccc(Br)cc2)cc1	3.2	-6.4%	-1.4%	22.6%	6.9%	12.0%	1.7	-5.5%

Compounds as they come; any-hit rate near 4.1%.
